# High-throughput results from PubChem.
# AddAB inh = growth inhibition of E. coli expressing H. pylori AddAB, primary screen, AddAB inhibitor project, absorbance; 330,000 tested, 0.29% active; inhibition, % at 11.9 µM; in the data active means inhibition above about 12%;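 further: 0% = vehicle wells of infected cells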
# PfHsp90 yeast 2 = growth inhibition of PfHsp90-expressing yeast, primary screen, antimalarial PfHsp90 inhibitor project, S. cerevisiae, BacTiter-Glo luminescence, single point, set 2; BacTiter-Glo ATP, 48 h; yeast lacking PDR1 and PDR3 efflux regulators; inhibition, % at 9.4 µM; 310,000 tested, 0.32% active;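 active means every replicate shows inhibition above about 80%, whatever the replicate mean, limit read from the data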;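 further: 0% = DMSO neutral controls and 100% = 20 µM radicicol positive controls; yeast relying on Plasmodium falciparum Hsp90 in place of its own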
# Ecoli viability = E. coli V3065 growth inhibition, primary screen, counter-screen for AddAB inhibitor project, absorbance, OD600. inhibition, % at 11.9 µM. 18 h. AID 449728, 2010. 330,000 tested, 0.27% active;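 active means inhibition above the campaign's mean inhibition across all tested compounds plus 3 SD, cut at about 9.9% in these data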;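 further: uninfected addAB+ strain grown without phage in ampicillin broth; 0% = DMSO wells and 100% = ciprofloxacin 0.95 µg/ml wells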
# OPRM1-OPRD1 ag = agonists of OPRM1-OPRD1 heterodimerization, primary screen, cell-based, luminescence | Mu-type opioid receptor (Homo sapiens) + Delta-type opioid receptor (Homo sapiens), … | activation, % at 9.3 µM | cells | 340,000 tested, 0.3% active; in the data active means activation above about 18%;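 further: 0% = vehicle-treated cells and 100% = reference agonist; values of inactives mirror those of a sister screen read the other way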
# SUMO Mot1 rescue = yeast Mot1-301 growth rescue at high temperature, primary screen, SUMOylation pathway inhibitor project, S. cerevisiae, ATP luminescence, 38.5C. S. cerevisiae Mot1-301 growth rescue; percent above DMSO median, 100 means doubled. growth rescue, % at 18.8 µM. 320,000 tested, 1% active;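 active means every valid replicate shows activation above 250% relative to neutral control wells; inactive means the rest, any valid replicate at or below 250%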;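 further: OY570 slx delta 5 strain wells were the positive control but not used for scaling; some compounds called inactive have numbers as strong as hits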
# PKA-R1A activ = activators of PKA-R1A holoenzyme, primary screen, biochemical, fluorescence polarization, Cy5-IP20, bovine R1A, mouse PKAc; 340,000 tested, 0.083% active; AID 504707, 2011; cAMP-dependent protein kinase type I-alpha regulatory subunit (Bos taurus) + …; activation, % at 11.4 µM; PKA-R1A dissociation; scaled: DMSO 0%, 113 µM cGMP 100%;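 active means percent activation above the mean of all tested compounds plus 3 SD, cut at about 19% in these data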;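 further: higher means more PKAc released from R1A so a rise in polarization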
# OPRM1-OPRD1 inv = inverse agonists of MOR-DOR heterodimerization, primary screen, cell-based, luminescence. Mu-type opioid receptor (Homo sapiens) + Delta-type opioid receptor (Homo sapiens), …. cell-based MOR-DOR heterodimer luminescence, inverse agonism. inhibition, % at 9.3 µM. 340,000 tested, 0.21% active. AID 504357, 2011; in the data active means inhibition above about 22%, passing the limit was not always enough;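 further: 0% = cells with DMSO and 100% = wells without cells with DMSO; values of inactives mirror those of a sister screen read the other way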
# Tat transport = E. coli Tat export inhibitors, primary screen, MC4100, TorA-mCherry reporter, fluorescence, single point; inhibition, % at 10 µM; 340,000 tested, 0.036% active;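 active means mean replicate inhibition at least 50% and at least half of replicates individually reaching 50%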;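 further: exported cargo escapes ClpAP degradation while cytoplasmic cargo is degraded and loses fluorescence; 0% = median of neutral control wells and 100% = median of NaSCN control wells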
# Pemphigus Ab inh = inhibitors of pemphigus antibody binding to DSG3, primary screen, biochemical, bead-based, flow cytometry, scFv-GFP; Desmoglein-3 (Homo sapiens), P32926; DSG3-coupled beads, scFv-anti-DSG3-GFP binding; stronger effect = lower value; binding (percent of control), % at 10 µM; 310,000 tested, 0.48% active; AID 588358, 2011;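 active means binding more than 3 SD below its plate's average and above zero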;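 further: hits lower antibody fragment binding to DSG3; some compounds called inactive have numbers as strong as hits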
# Target sequence (P32926 whole entry, looked up, the tested form may be a part): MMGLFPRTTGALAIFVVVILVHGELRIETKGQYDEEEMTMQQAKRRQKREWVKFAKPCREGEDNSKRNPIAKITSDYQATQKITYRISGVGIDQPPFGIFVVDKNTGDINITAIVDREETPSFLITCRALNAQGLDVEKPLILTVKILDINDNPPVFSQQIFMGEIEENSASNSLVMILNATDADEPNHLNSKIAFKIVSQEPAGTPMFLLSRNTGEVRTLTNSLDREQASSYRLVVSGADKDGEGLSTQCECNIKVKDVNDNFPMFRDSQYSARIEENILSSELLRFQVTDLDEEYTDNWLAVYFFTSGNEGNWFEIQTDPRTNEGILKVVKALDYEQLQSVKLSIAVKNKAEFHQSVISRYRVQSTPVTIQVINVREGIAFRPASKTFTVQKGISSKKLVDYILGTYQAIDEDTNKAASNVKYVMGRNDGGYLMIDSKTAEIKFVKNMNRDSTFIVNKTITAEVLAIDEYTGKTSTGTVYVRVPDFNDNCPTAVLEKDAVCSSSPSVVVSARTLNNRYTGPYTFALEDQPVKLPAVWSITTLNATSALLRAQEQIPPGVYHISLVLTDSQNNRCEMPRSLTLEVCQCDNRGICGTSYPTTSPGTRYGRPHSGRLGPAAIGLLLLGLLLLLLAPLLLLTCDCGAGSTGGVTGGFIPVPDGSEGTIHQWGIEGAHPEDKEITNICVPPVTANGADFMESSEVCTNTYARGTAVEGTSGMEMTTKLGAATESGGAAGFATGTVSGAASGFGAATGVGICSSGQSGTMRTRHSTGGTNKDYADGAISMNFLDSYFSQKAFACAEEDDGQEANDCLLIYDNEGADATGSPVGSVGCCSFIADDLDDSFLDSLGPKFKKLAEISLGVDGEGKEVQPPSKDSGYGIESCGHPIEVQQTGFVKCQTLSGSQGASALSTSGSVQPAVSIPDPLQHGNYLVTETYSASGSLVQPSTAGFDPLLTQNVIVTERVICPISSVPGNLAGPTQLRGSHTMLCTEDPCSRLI
# phage Ecoli inh = growth loss of phage-infected E. coli, primary screen, RecBCD inhibitor project, absorbance, with phage, HTS; inhibition, % at 11.9 µM; 360,000 tested, 0.26% active; AID 651602, 2012; in the data active means inhibition above about 11%
# Arrestin-AP2 inh = inhibitors of beta-arrestin/AP2 binding, primary screen, biochemical, GPCR trafficking, flow cytometry. beta-arrestin 1 C-terminal peptide binding to AP2 beta2-adaptin appendage (human). FITC-arrestin peptide / GST-AP2 beads; AP2 beta2 appendage carries R879A mutation. inhibition, % at 10 µM. 340,000 tested, 0.31% active. AID 504490, 2011;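 active means inhibition above a set limit, near 3 SD of compounds lacking own fluorescence, cut at about 54% in these data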;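 further: plate controls were DMSO wells for no effect and 5 µM unlabelled arrestin peptide for full effect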
#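 System: GST-AP2 R879A bound to glutathione beads, E. coli-expressed. Also added: 50 nM FITC-arrestin peptide. Schedule: compound with beads 12 min RT, then probe 1 h RT. Signal: bead flow cytometry, FITC channel. Read-out basis: percent response.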
# An asterisk follows results filed as active; nt = not tested or not shown; & = joins results of further samples.
# Every second line gives: PKA-R1A activ	Ecoli viability	OPRM1-OPRD1 ag	OPRM1-OPRD1 inv	Pemphigus Ab inh	phage Ecoli inh	AddAB inh	PfHsp90 yeast 2	SUMO Mot1 rescue	Tat transport	Arrestin-AP2 inh
Cc1cc(C)n(-c2nc3c(c(=O)n(C)c(=O)n3C)n2Cc2cccc(Br)c2)n1
 : -2	nt	-1.4	8	102	-0.9	nt	19	nt	-1	25
COc1ccccc1NS(=O)(=O)c1ccc(C)c(C(=O)NCC(c2ccco2)N2CCCCC2)c1 (centres undefined)
 : -5	1.4	1.4	-7	108	2.7	-1.5	-8	-6	-3	-6
Cc1nc(C(F)(F)F)ccc1C(=O)NCC(O)c1ccccc1 (centres undefined)
 : 1	-3.3	-0.1	1	103	0.4	1.2	-6	7	5	-6
Cc1cc(C)c(S(=O)(=O)c2ccccc2C)c(N(C)C)n1
 : -7	-0.4	-0.6	3	112	-0.3	3.5	-20	-40	2	3
CN1CCC(N(C)C(=S)NCCc2ccccc2)CC1
 : 6	3.9	-1.5	7	119	0.5	2.0	nt	188	-1	-1
CCSc1nc(-c2ccccc2)nc2c1CCCC2
 : -2	0.1	-2.5	14	105	0.9	0.3	22	4	3	-5
O=S(=O)(c1ccc2nnn(O)c2c1)N1CCOCC1
 : -4	-1.5	-2.0	8	99	0.8	-0.2	-3	-11	-1	-14
Cc1c(Cl)cnc(NC(=O)COC(=O)c2cc3c(s2)CCC(C)C3)c1Cl (centres undefined)
 : 3	-0.9	2.8	-20	90	2.5	0.7	nt	nt	-11	12
Cc1ccnc(SCC(=O)Nc2sccc2C#N)n1
 : -2	1.9	-2.2	11	115	0.4	0.4	-16	8	5	-2
O=C(c1ccccc1)[C@@H]1[C@@H]2C(=O)N(c3ccc(F)cc3)C(=O)[C@@H]2C2CCCN21 (some centres undefined)
 : -9	1.5	-1.5	7	109	1.3	3.8	29	35	-4	7
CCS(=O)(=O)N1CCc2cc(OC)c(OC)cc2C1
 : 3	-1.1	-1.1	7	97	1.6	3.4	-17	92	3	-5
O=[N+]([O-])c1cccc(/C=C/c2nc(C=Nc3ccccc3)c(O)o2)c1
 : 0	0.4	-0.4	2	96	4.1	2.6	nt	10	-3	1
O=C(NCc1ccco1)c1ccc2[nH]c(=O)c(=O)[nH]c2c1
 : 4	0.2	-1.3	7	103	1.6	1.4	14	2	1	-3
Cc1nn(-c2ccccc2)c(Cl)c1/C=C/C(=O)c1ccc(O)cc1
 : -4	-0.8	4.5	-30	100	2.8	0.4	-9	5	-6	28
CC(=O)N(C)c1ccc(C=C2C=Cc3ccccc32)cc1
 : 3	nt	0.8	-4	101	1.5	nt	-14	nt	6	7
CC1(C)CC(=O)C2=C(C1)NC(=O)NC2c1ccccc1Cl (centres undefined)
 : -4	0.4	-3.3	17	90	1.2	0.5	0	15	-8	14
CCOC(=O)C1(CCOc2ccccc2)CCN(CCCn2cccn2)CC1
 : 10	-0.9	-0.2	1	104	2.5	-1.4	8	nt	4	4
Cc1ccc(S(C)(=O)=O)cc1C(=O)OCC(=O)N(Cc1ccccc1)Cc1ccccc1
 : -1	-1.2	-5.0	20	98	0.3	1.7	nt	-3	2	-1
CCOC(=O)c1ccc(NC(=O)c2nc[nH]c2C(=O)N[C@@H](Cc2ccccc2)C(=O)OC(C)(C)C)cc1
 : 2	1.9	-1.1	5	97	1.0	1.8	-18	-32	0	23
c1ccc(CNc2ncnc3ccccc23)cc1
 : -3&-16	2.1&0.8	4.1&0.5	-21&-3	92&102	2.7&4.0	0.7&0.5	16&-9	-2&9	-3&0	-1&4
CCS(=O)(=O)c1ccc2oc(Nc3ccccc3Cl)nc2c1
 : -1	-1.8	-1.4	8	nt	2.1	4.0	11	-24	-9	14
CC(=O)Nc1ccc(NC(=O)c2cccc(S(=O)(=O)N(C)C3CCCCC3)c2)cc1
 : 0	3.4	-2.3	10	nt	0.0	1.9	nt	-2	-10	-7
O=S(=O)(CCNCCc1ccccc1)NC1CCCCC1
 : 11	nt	-2.2	10	96	0.7	nt	0	nt	3	10
CCN(CC)c1ccc(NC(=O)CN2C(=O)CSc3ncccc32)c(C)c1
 : -3	-0.4	-0.5	2	106	0.9	3.7	-37	301	-7	1
C/C(CC(=O)Nc1ccc(N(C)C)cc1)=N\NC(=O)Cc1csc(N)n1
 : -9	-2.4	-1.6	7	100	0.9	0.2	-9	1	-1	12
Cc1nn(-c2ccccn2)c(C)c1Oc1ccccc1O
 : 1	0.9	2.0	-13	104	0.6	1.2	16	12	3	12
COc1ccc(NS(=O)(=O)c2ccc(Cl)c(NC(=O)c3cccnc3Cl)c2)cc1
 : 5	-0.5	-3.0	16	84	-0.3	4.8	4	-3	-2	3
O=C(NC1CCCC1)C(c1cccnc1)N(C(=O)c1csnn1)C1CC1 (centres undefined)
 : -8	1.0	-0.8	4	nt	3.3	2.2	5	-9	2	2
COc1ccc(S(=O)(=O)N2CC(O)CC2C(=O)OCc2nc3sc(C)c(C)c3c(=O)[nH]2)cc1 (centres undefined)
 : -9	1.6	-0.4	2	99	-0.2	-0.5	-4	-13	3	40
Cc1ccccc1C(=O)N1CCC(n2nccc2NC(=O)C2CC2)CC1
 : 4	1.5	-1.9	11	106	nt	-0.9	27	0	1	17

# Quoted at random: two entries already listed, in no set order.
# Every second line gives: PKA-R1A activ	Ecoli viability	OPRM1-OPRD1 ag	OPRM1-OPRD1 inv	Pemphigus Ab inh	phage Ecoli inh	AddAB inh	PfHsp90 yeast 2	SUMO Mot1 rescue	Tat transport	Arrestin-AP2 inh
CCOC(=O)C1(CCOc2ccccc2)CCN(CCCn2cccn2)CC1
 : 10	-0.9	-0.2	1	104	2.5	-1.4	8	nt	4	4
Cc1cc(C)n(-c2nc3c(c(=O)n(C)c(=O)n3C)n2Cc2cccc(Br)c2)n1
 : -2	nt	-1.4	8	102	-0.9	nt	19	nt	-1	25

# Carrying on:
# Every second line gives: PKA-R1A activ	Ecoli viability	OPRM1-OPRD1 ag	OPRM1-OPRD1 inv	Pemphigus Ab inh	phage Ecoli inh	AddAB inh	PfHsp90 yeast 2	SUMO Mot1 rescue	Tat transport	Arrestin-AP2 inh
COc1ccc(NS(=O)(=O)c2ccc(N3CCOCC3)c(N)c2)cc1
 : -4	1.7	1.6	-6	100	-0.9	0.2	7	0	-3	-2
c1ccc(-c2nccc(-c3ccc(-n4cnc5ccccc54)cc3)n2)cc1
 : -10	-2.5	-0.2	1	104	2.7	2.7	-15	5	3	12
CSc1ccc(CCNC(=O)Cn2ncc3c([nH]c4ccccc43)c2=O)cc1
 : 4	0.5	-1.2	6	nt	5.2	2.7	5	-5	-11	-4
Clc1ccc(COn2c(-c3ccc(Cl)cc3Cl)nc3ncccc32)cc1
 : -13	1.1	56*	-316	112	4.0	2.1	-7	13	13	0
CN(CC(=O)Nc1ccc(Cl)c(C(F)(F)F)c1)C(=O)Cc1cccs1
 : -6	2.0	-2.1	11	102	4.4	3.8	1	56	-1	2
CCOc1ccc(NC(=O)CNC(=O)c2ccc(OC)c(OC)c2)cc1
 : -5	-2.7	-2.6	11	107	1.8	1.1	-2	27	2	7
COc1ccc(CN2CCC(n3nccc3NC(=O)C3CC3)CC2)c(Cl)c1OC
 : -8	1.3	-3.4	17	106	-2.5	0.4	-4	7	16	-2
S=c1[nH]ccn1-c1cccc(Cl)c1
 : 6	-1.9	1.1	-6	103	2.4	-2.5	17	479*	5	-4
COc1cccc(-c2nc(CC(=O)O)cs2)c1OC
 : 2	0.3	-2.2	13	nt	0.3	2.5	nt	-15	7	24
Cc1ccc(C(=O)N2CCN(S(=O)(=O)c3ccccc3[N+](=O)[O-])C2)cc1
 : -2	-0.6	0.5	-4	96	3.0	1.0	-1	3	-3	2
CC(C(=O)NC(C)(C)C)N(Cc1cccs1)C(=O)CCN1CCc2ccccc21 (centres undefined)
 : -5	0.7	-1.1	6	126	1.1	0.2	nt	-3	2	-12
CC(C)c1ccc(NCCC(=O)c2ccc(Br)cc2)cc1
 : -15	0.1	-3.6	18	101	5.7	2.2	2	324*	-3	-18
CSc1ncc(C(=O)Nc2ccc(Cl)cc2)c(C)n1
 : -3	-1.6	1.8	-8	117	2.1	0.3	-17	158	-2	-5

# Arranged by value in PKA-R1A activ (largest number first): three of the compounds above
Molecule	PKA-R1A activ
CSc1ccc(CCNC(=O)Cn2ncc3c([nH]c4ccccc43)c2=O)cc1	4
c1ccc(-c2nccc(-c3ccc(-n4cnc5ccccc54)cc3)n2)cc1	-10
Clc1ccc(COn2c(-c3ccc(Cl)cc3Cl)nc3ncccc32)cc1	-13

# A portion of the results above, as a working copy:
# Every second line gives: PKA-R1A activ	Ecoli viability	OPRM1-OPRD1 ag	OPRM1-OPRD1 inv	Pemphigus Ab inh	phage Ecoli inh	AddAB inh	PfHsp90 yeast 2	SUMO Mot1 rescue	Tat transport	Arrestin-AP2 inh
COc1ccc(NS(=O)(=O)c2ccc(N3CCOCC3)c(N)c2)cc1
 : -4	1.7	1.6	-6	100	-0.9	0.2	7	0	-3	-2
c1ccc(-c2nccc(-c3ccc(-n4cnc5ccccc54)cc3)n2)cc1
 : -10	-2.5	-0.2	1	104	2.7	2.7	-15	5	3	12

# Rows are unselected. About 2.8% of those tested had a hit in this group.
